proKLK7 act = proKLK7 (human) activation, primary screen; purified proKLK7, EDANS-DABCYL substrate fluorescence; 100% is mature enzyme control, 0% vehicle; AID 652039; P49862; actives 0.9% (n = 370,000); activation, % at 7 µM;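 active = activation above the mean of all tested compounds plus 3 SD, computed per campaign excluding outliers beyond control limits, cut at about 13% in these data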
Target sequence (P49862 whole entry, looked up): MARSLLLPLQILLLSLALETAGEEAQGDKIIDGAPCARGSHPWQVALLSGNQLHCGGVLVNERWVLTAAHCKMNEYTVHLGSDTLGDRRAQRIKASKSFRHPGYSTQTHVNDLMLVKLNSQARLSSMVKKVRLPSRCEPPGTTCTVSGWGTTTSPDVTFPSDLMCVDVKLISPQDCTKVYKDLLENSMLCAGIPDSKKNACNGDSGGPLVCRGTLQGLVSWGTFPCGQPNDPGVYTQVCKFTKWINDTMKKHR
LEDGF integ inh = blocks HIV-1 LEDGF/p75-dependent DNA integration. inhibition, % at 3.7 µM. TR-FRET IN-LEDGF/p75 DNA integration, Eu/Cy5. actives 0.64% (n = 370,000);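 active = inhibition above the screen-wide mean plus 3 SD, cut at about 13% in these data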;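 also: signal is the Cy5 over europium emission ratio at 671 and 618 nm; 0% = plate median of compound wells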
TDP2 absorb = TDP2 (human) inhibition, absorbance primary screen; O95551; recombinant TDP2, T5PNP hydrolysis, p-nitrophenol absorbance 415 nm; inhibition, % at 12.8 µM; actives 0.34% (n = 370,000);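 active = inhibition above the mean of all tested compounds plus 3 SD, set per campaign, cut at about 25% in these data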;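 also: 0% = DMSO with enzyme and 100% = buffer with substrate but no TDP2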
Target sequence (O95551 whole entry, looked up): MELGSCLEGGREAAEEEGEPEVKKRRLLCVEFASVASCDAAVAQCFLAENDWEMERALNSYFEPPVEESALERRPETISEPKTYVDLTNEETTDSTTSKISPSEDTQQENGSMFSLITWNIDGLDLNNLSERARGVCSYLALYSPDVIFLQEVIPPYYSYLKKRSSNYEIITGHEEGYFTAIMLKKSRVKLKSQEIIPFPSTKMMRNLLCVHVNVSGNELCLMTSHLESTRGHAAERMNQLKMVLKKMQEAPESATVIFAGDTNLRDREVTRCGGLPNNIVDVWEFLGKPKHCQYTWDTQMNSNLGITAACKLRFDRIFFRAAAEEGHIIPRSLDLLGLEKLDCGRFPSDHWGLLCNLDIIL
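Evaluation: % inhibition relative to enzyme-containing and enzyme-free wells. Material: recombinant human TDP2. Benchmarks: enzyme-free and DMSO wells. Timing: enzyme reaction with compound for 2 h at 37 °C. Compound dosing: 12.8 µM only. Measured by: p-Nitrophenol epi absorbance. Reagent: T5PNP substrate at 5 mM, a TopII-DNA adduct mimic. Replication: single well per compound.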
TCR-CD3 inh = human TCR-CD3 binding inhibition | TAMRA-labeled TCR probe fluorescence, biochemical | inhibition, % at 9.4 µM | actives 0.37% (n = 360,000) | AID 651800; in the data active = inhibition above about 19%;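 also: recombinant mutant TCR 2C K166C tagged with TAMRA read by polarization; 0% = receptor in buffer alone and 100% = receptor with positive control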
UHRF1 binding = human UHRF1 methylated DNA binding inhibitors | actives 0.75% (n = 370,000) | inhibition, % at 4.4 µM | UHRF1 binding to methylated oligo, TR-FRET; in the data active = inhibition above about 21%;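 also: UHRF1 SRA domain binding a hemimethylated CpG hairpin DNA probe; 0% = median of test compound wells and 100% = reference inhibitor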
DDE Tn6 FP inh = disrupts Tn6 cyclic peptide binding to fibrin D-Dimer-E complex; P02675; Fibrin DD(E) TRITC-Tn6 fluorescence polarization displacement; inhibition, % at 8.3 µM; actives 0.21% (n = 370,000); AID 720509;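 active = inhibition above a per-campaign cutoff: mean of compounds within control limits plus 3 SD, cut at about 15% in these data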;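 also: 0% = median of all compound wells on the plate and 100% = blocking peptide control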
SIAE primary = inhibitors of human sialic acid acetylesterase SIAE. actives 0.69% (n = 370,000). Q9HAT2. SIAE FP-Rh probe binding, fluorescence polarization. inhibition, % at 9.66 µM. AID 1053197;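 active = inhibition above a cutoff: mean of compounds within the control limits plus 3 SD of those, cut at about 17% in these data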;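 also: 0% = plate median of compound wells and 100% = probe without SIAE protein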
Tn7 DDE FP = inhibitors of Tn7 peptide binding to human fibrin DD(E); FP displacement of FITC-Tn7 peptide from fibrin DD(E); 0% = median of compound wells per plate; inhibition, % at 8.3 µM; actives 0.13% (n = 370,000);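 active = inhibition above the mean of compounds falling within the control limits plus 3 SD of them, cut at about 14% in these data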;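 also: 0% = plate median of compound wells and 100% = 10 µM Aha-Tn7 peptide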
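system = human fibrin DD(E) protein | quantity = DD(E) 2 µM final | medium = Tris/NaCl/CaCl2 buffer, pH 7.8 | also added = labelled Tn7 tracer, 0.1 µM | compound dosing = single point at 8.3 µM | timing = compound with protein 10 min, then 3 h after probe, room temperature | signal = FP measurement | benchmarks = Aha-Tn7 high control | repeats = one replicate per compound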
MBD2 DNA inh = inhibitors of human MBD2 binding to methylated oligonucleotide | inhibition, % at 4.4 µM | TR-FRET | Q9UBB5 | actives 0.31% (n = 370,000); in the data active = inhibition above about 13%
Target sequence (Q9UBB5 whole entry, looked up): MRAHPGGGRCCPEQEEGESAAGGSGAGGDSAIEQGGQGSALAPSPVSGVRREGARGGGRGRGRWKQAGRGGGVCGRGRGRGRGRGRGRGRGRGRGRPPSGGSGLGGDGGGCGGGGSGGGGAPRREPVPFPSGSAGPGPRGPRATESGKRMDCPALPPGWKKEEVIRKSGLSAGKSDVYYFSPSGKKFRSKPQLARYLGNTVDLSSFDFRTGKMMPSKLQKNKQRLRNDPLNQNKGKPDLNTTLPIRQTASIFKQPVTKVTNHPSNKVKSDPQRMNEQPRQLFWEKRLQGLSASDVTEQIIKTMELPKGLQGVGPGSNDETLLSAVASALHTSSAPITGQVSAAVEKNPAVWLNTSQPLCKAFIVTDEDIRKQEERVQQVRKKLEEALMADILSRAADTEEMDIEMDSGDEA
PRMT1 FP inh = inhibitors of human PRMT1. inhibition, % at 2.79 µM. recombinant PRMT1, activity-based probe fluorescence polarization. actives 1.3% (n = 370,000);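 active = inhibition above about 21% made by adding two undisclosed values, limit read from the data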
An asterisk follows results filed as active; nt = not tested or not shown.

Below each SMILES – proKLK7 act, LEDGF integ inh, TDP2 absorb, TCR-CD3 inh, UHRF1 binding, DDE Tn6 FP inh, SIAE primary, Tn7 DDE FP, MBD2 DNA inh, PRMT1 FP inh
> CCc1ccc2nc(NC(=O)C3CSC4(C)CCC(=O)N34)sc2c1 (stereo unspecified)
 : 0.0, 1, -5, 5, -5, -8, -1, 8, 2, 6
> O=C(c1ccc(Br)o1)N1CCN(c2ncccn2)CC1
 : -0.5, -2, 3, 5, -1, 6, 6, 5, -3, -3
> COCCNC(=O)CSc1nc2nc(C)cc(C)n2n1
 : -0.2, -1, 12, 4, -1, -8, 2, 3, 3, -2
> Cc1c(NS(=O)(=O)c2ccc(F)cc2)c(=O)n(-c2ccccc2)n1C
 : 0.4, 2, -5, -6, 25*, 0, -2, -2, -2, -1
> Cc1cccc(OCc2nc(-c3nonc3N)no2)c1C
 : 0.4, 2, -10, 9, 2, 1, -1, -1, -6, -3
> N#Cc1cc(N)ccc1-n1cccc1
 : 0.0, 1, 6, -4, -1, 3, 3, -7, -6, -2
> Cc1ccc(N2C(SCC(=O)O)=NC(=Nc3cccc(C)c3)C23CCCC3)cc1
 : -0.1, 1, 3, 5, 0, 2, 6, -7, 1, 0
> O=C(CCNC(=O)c1ccc(Cl)cc1)NCc1ccco1
 : -0.4, 2, 0, 8, 1, -9, 0, -5, -6, 1
> CC(=O)c1cc2c(cc1NC(=O)c1cccc(S(=O)(=O)N3CCN(C)CC3)c1)OCO2
 : -0.8, 1, -10, 4, -2, 0, -3, 7, 2, 0
> CCOC(=O)C1=C[C@@H](C)N(S(=O)(=O)c2ccc(C)cc2)[C@H]1c1ccccc1
 : -0.2, 0, 3, 1, -2, 3, -1, 1, 1, -4

Profiles as entered above. Values in the order: proKLK7 act	LEDGF integ inh	TDP2 absorb	TCR-CD3 inh	UHRF1 binding	DDE Tn6 FP inh	SIAE primary	Tn7 DDE FP	MBD2 DNA inh	PRMT1 FP inh
Profile of COCCNC(=O)CSc1nc2nc(C)cc(C)n2n1 : -0.2	-1	12	4	-1	-8	2	3	3	-2
Profile of O=C(CCNC(=O)c1ccc(Cl)cc1)NCc1ccco1 : -0.4	2	0	8	1	-9	0	-5	-6	1

As entered above.
In UHRF1 binding, O=C(CCNC(=O)c1ccc(Cl)cc1)NCc1ccco1 has the entry 1
In TDP2 absorb, O=C(c1ccc(Br)o1)N1CCN(c2ncccn2)CC1 has the entry 3
In proKLK7 act, Cc1cccc(OCc2nc(-c3nonc3N)no2)c1C has the entry 0.4
In MBD2 DNA inh, COCCNC(=O)CSc1nc2nc(C)cc(C)n2n1 has the entry 3

(next part)
Below each SMILES – proKLK7 act, LEDGF integ inh, TDP2 absorb, TCR-CD3 inh, UHRF1 binding, DDE Tn6 FP inh, SIAE primary, Tn7 DDE FP, MBD2 DNA inh, PRMT1 FP inh
> CCOC(=O)C1=NNC(C(=O)c2ccccc2)C1c1ccc(C)cc1 (stereo unspecified)
 : -0.3, -5, -7, -4, 1, 2, -14, 5, -1, 3
> CCCNC(=O)C1(C)CCN(Cc2ccc(-c3ccccc3)o2)C1 (stereo unspecified)
 : 0.2, -1, 2, -2, 0, -1, 5, -4, -1, 7
> Cc1ccn2cc(-c3cccc(NC(=O)c4cccs4)c3)nc2c1
 : 0.3, -3, 10, -1, -2, -16, -10, -3, 5, 2
> COC(=O)c1ccc(NC(=O)CNCc2ccncc2)cc1
 : 0.1, 0, 10, 3, 8, -1, 1, 3, 10, 5
> COc1ccc(C)c(NC(=O)NCCc2cnc[nH]2)c1
 : 0.2, 0, 3, 10, 4, 7, 2, 4, -2, -2
> CCOc1ccc2[nH]c3c(NCCN(C)C)ncnc3c2c1
 : 5.7, -3, 1, -8, 6, -6, 2, -4, 8, -2
> Cc1cccc(NC(=O)CN(c2ccc(C(C)C)cc2)S(=O)(=O)c2c(C)nn(C)c2C)n1
 : -0.4, 3, -1, 10, 0, -1, 3, 1, -5, -5
> CC(=O)Oc1cccc2c1C(=O)c1c(OC(C)=O)cc(C(=O)O)cc1C2=O
 : 1.6, -1, 3, -4, -5, 16*, 4, 8, -5, 18
> COc1cccc(CN(C)C(c2ccccc2)c2ccccc2)c1OC
 : 0.7, 5, -3, 2, 0, -6, 3, -7, -6, -7
> N/C(=N\OC(=O)c1ccc(F)cc1)c1ccc(Br)cc1
 : -0.8, 1, 18, 5, -4, -5, 6, 2, 5, 0

(cont.)
Below each SMILES – proKLK7 act, LEDGF integ inh, TDP2 absorb, TCR-CD3 inh, UHRF1 binding, DDE Tn6 FP inh, SIAE primary, Tn7 DDE FP, MBD2 DNA inh, PRMT1 FP inh
> COC(=O)CCCC(=O)NC1CC(C)(C)Cc2c1cnn2-c1ccc(C)cc1 (stereo unspecified)
 : 0.3, 1, -10, -6, 1, -3, -7, 5, 8, 5
> COc1ccc(N2CC(C(=O)N[C@@H](CC(C)C)C(=O)NC3CCCCC3)CC2=O)cc1 (stereo partly specified)
 : -1.3, -8, -21, 2, 5, -10, -3, -1, 5, 9
> O=C(CSc1nnc(CNC(=O)c2cccs2)o1)NCC1CCCO1 (stereo unspecified)
 : -0.4, -4, -7, 0, 3, 0, -4, 6, 7, 7
> CC(=O)Nc1ccc(/C(C)=N/NC(=O)c2ccc(COc3ccccc3Cl)o2)cc1
 : -4.0, -3, 18, -11, -1, 6, 0, 1, 1, 0
> O=C(c1ccc(Cl)c(S(=O)(=O)Nc2ccccc2C(=O)N2CCc3ccccc3C2)c1)N1CCc2ccccc2C1
 : 0.2, 2, -3, 4, -6, 0, -9, 0, 6, 0
> O=C(NCCOc1ccccc1)c1cc2ccccc2o1
 : 0.5, 3, -4, 5, -1, 8, 6, 1, 0, -2
> CCSC1=NCCN1C(=O)C(C)(C)Oc1ccc(Cl)cc1
 : 0.4, -1, 2, 3, 3, 11, 0, 10, -2, 3
> CCc1nc(NCc2cccs2)c2nnn(Cc3ccccc3)c2n1
 : -0.2, 16*, 3, 0, -2, 3, 0, 1, 3, 1
> O=C1CN(C(=O)COC(=O)CNC(=O)c2ccc(Br)o2)c2ccccc2N1
 : 0.1, -4, -7, -4, 1, 0, 1, 1, -2, 5
> O=C(Cn1c(=O)c2cccn2c2cccnc21)NCCCN1CCN(c2ccc(Cl)cc2)CC1
 : nt, 4, 6, nt, 1, 1, 1, -1, -1, -4

Next entries:
Below each SMILES – proKLK7 act, LEDGF integ inh, TDP2 absorb, TCR-CD3 inh, UHRF1 binding, DDE Tn6 FP inh, SIAE primary, Tn7 DDE FP, MBD2 DNA inh, PRMT1 FP inh
> O=C(CC1CC2CCC1C2)N1CCN(S(=O)(=O)c2ccc(F)cc2)CC1 (stereo unspecified)
 : -0.1, 1, 8, 0, 0, -5, 1, 2, -6, 5
> CCOC(=O)c1sc(=S)n(C)c1NC(=O)c1ccc(OC)cc1
 : -0.2, 2, 4, -6, -3, 6, 3, 8, -6, 16
> O=S(=O)(NCc1cc(-c2ccc(Cl)cc2)no1)c1ccccc1
 : 0.1, -1, -2, 0, -3, -7, -7, 0, -1, -1
> O=C(NC(=S)NCCOCc1ccc(Cl)cc1)c1cccnc1
 : 0.4, 1, -8, 1, 0, 10, -2, 1, 3, 1
> COc1cccc(OC)c1C(=O)Nc1ccc(C(=O)c2ccncc2)cc1
 : 0.3, -3, -7, -2, 0, -4, 2, -4, 3, 1
> NC(=O)c1ccccc1NS(=O)(=O)c1ccc2c(c1)OCCO2
 : -3.2, -1, 4, -5, -1, 8, 1, 0, -5, -3
> CCOc1ccc2nc(NC(=O)CSc3nc(SC)ns3)sc2c1
 : 0.2, -1, 0, 3, 1, -2, -11, -3, 3, -2
> O=C(Nc1cccc(-c2cccc(Cl)c2)c1)C1CCN(Cc2ccc(CO)o2)CC1
 : 0.7, 0, 5, 7, 0, 7, 4, 6, -2, -1
> Cc1cccc(NS(=O)(=O)c2cc3c(cc2C)N(C)CCO3)c1
 : 0.7, 1, 5, 2, -2, 6, 4, 6, 3, -1
> CCN(C(=O)COC(=O)c1cc([N+](=O)[O-])ccc1N1CCCCC1)C1CCS(=O)(=O)C1 (stereo unspecified)
 : -0.3, -5, -7, 3, 0, 5, -2, 0, -3, 4

(list continues)
Below each SMILES – proKLK7 act, LEDGF integ inh, TDP2 absorb, TCR-CD3 inh, UHRF1 binding, DDE Tn6 FP inh, SIAE primary, Tn7 DDE FP, MBD2 DNA inh, PRMT1 FP inh
> O=C(CCNS(=O)(=O)c1ccccc1)NCC1CCCCC1
 : -0.2, -4, -2, 6, -3, 2, 3, 3, 1, -2
> O=C(NCc1ccc(Cl)cc1)C(=O)N/N=C/c1ccc(Br)cc1
 : -0.9, 2, -9, -3, 5, -7, 4, -11, 4, -3
> Cc1cccc(C(=O)N2CC(=O)Nc3ccc(F)cc3C2c2ccc(F)cc2)c1 (stereo unspecified)
 : 0.8, -3, -7, 1, -1, -1, -2, -3, -4, -2
> CCOC(=O)c1c(NC(=O)CSc2ncccn2)sc2c1CC(C)(C)NC2(C)C
 : -0.1, -2, 16, -1, -2, -5, 5, 0, 1, -1
> CCN1CCN(C(=O)C2(NC(=O)Nc3ccccc3Cl)CCCCC2)CC1
 : -0.1, -1, 2, 0, -2, -5, 0, -6, 0, -2
> COC(=O)C12CCC(C)(c3nc4ccccc4nc31)C2(C)C (stereo unspecified)
 : -0.5, 0, 1, 5, 6, 1, 2, 7, 0, 0
> CCc1cccc(NC(=O)CN(C)S(=O)(=O)c2cnc[nH]2)c1
 : 0.1, 3, -1, -7, 3, -1, -8, 2, 3, 1
> CCCSc1nc(N)c(C#N)c(-c2ccc(C)cc2)c1C#N
 : -1.9, -1, -4, 0, -2, -1, 3, 8, -6, -2
> Cc1cc(NC(=O)CSc2nnnn2-c2ccc(C(C)C)cc2)no1
 : 0.7, 4, -11, 6, 0, 4, 2, 0, -1, -4
> Cc1ccc(-n2nc(C(=O)NCc3ccco3)c3c4ccccc4n(C)c3c2=O)cc1
 : -0.8, 2, 9, -7, -1, -1, -3, 3, 3, -1

Next section:
Below each SMILES – proKLK7 act, LEDGF integ inh, TDP2 absorb, TCR-CD3 inh, UHRF1 binding, DDE Tn6 FP inh, SIAE primary, Tn7 DDE FP, MBD2 DNA inh, PRMT1 FP inh
> Cc1ccc(C(=O)Nc2ccc([N+](=O)[O-])cn2)o1
 : -0.8, 1, 2, -4, 2, -7, -1, -1, 2, -1
> CCc1c(C)sc(NC(=O)/C=C/c2ccc3c(c2)OCO3)c1C(=O)OC
 : -2.7, 1, 4, 1, 0, 0, 3, 5, -1, -2
> CSc1ncccc1C(=O)Nc1ccc(S(=O)(=O)Nc2nccs2)cc1
 : -0.2, -1, 2, 3, 0, 8, -3, 1, -5, 1
> Cc1ccc(S(=O)(=O)N(CC(=O)NCCSc2ccccn2)c2cc(C)cc(C)c2)cc1
 : -0.3, 1, -6, -4, 1, 1, 1, 2, -1, -1
> COc1ccc(CNC(=O)CSCc2cccc(Cl)c2)cc1
 : 0.0, 2, -3, 0, 1, 4, -5, -1, -2, 2
